# NPY1 pot ag – human NPY-Y1 potentiation or agonism, primary screen; P25929; NPY-Y1 expressing cells, potentiator/agonist activation; activation, % at 3.6 µM; actives 0.37% (n = 220,000); AID 1304; in the data active = activation above about 33%, passing the limit was not always enough;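 also: cells stimulated with NPY at EC10 then isoproterenol at EC100; 0% = low agonist plus stimulus and 100% = saturating agonist plus stimulus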
# BaF3 parental – counter-screen for JAK2V617F inhibitors: parental Ba/F3 viability inhibitors; CellTiter-Glo ATP luminescence; inhibition, % at 5.6 µM; actives 1.1% (n = 220,000);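 active = inhibition above a per-campaign cutoff, the mean inhibition of all tested compounds plus 3 SD, cut at about 27% in these data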;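 also: 0% = DMSO wells and 100% = JAK Inhibitor I control wells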
# Ba/F3 V617F tox – reduce viability of Ba/F3 cells dependent on JAK2V617F | inhibition, % at 5.6 µM | Ba/F3 EpoR-JAK2V617F viability, ATP luminescence | AID 1446 | actives 1.1% (n = 220,000);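 active = inhibition above the campaign mean plus 3 SD over all tested compounds, cut at about 24% in these data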;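 also: cytokine-independent growth of Ba/F3 cells driven by EpoR plus mutant JAK2; 0% = DMSO-treated cells and 100% = JAK inhibitor I control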
# S1P4 antag – human S1P4 receptor antagonism; O95977; S1P4-expressing cells, antagonist mode, reporter read-out; inhibition, % at 4.98 µM; actives 0.26% (n = 220,000); AID 1510; in the data active = inhibition above about 29%;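 also: 0% = wells stimulated with agonist and 100% = vehicle wells without agonist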
# NPY-Y2 PAM-ag – potentiates or activates human NPY-Y2 receptor; actives 0.45% (n = 220,000); activation, % at 3.6 µM; AID 1359; cells expressing NPY-Y2, potentiator/agonist read-out; P49146; in the data active = activation above about 27%;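 also: cells stimulated with NPY near EC25 plus isoproterenol at EC100; 0% = vehicle plus submaximal agonist and 100% = vehicle plus saturating agonist; some results beyond the cut were filed as inactive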
# Target sequence (P49146 whole entry, looked up): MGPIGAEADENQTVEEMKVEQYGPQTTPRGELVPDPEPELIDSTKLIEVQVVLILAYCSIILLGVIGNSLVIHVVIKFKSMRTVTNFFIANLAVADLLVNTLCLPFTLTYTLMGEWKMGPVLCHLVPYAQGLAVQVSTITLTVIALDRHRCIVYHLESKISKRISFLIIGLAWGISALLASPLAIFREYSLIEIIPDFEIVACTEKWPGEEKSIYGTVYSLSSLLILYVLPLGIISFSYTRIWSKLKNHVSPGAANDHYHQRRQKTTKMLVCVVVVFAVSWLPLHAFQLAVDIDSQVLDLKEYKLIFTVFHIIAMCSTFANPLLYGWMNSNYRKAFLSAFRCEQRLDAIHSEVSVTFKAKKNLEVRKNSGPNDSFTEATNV
# p47phox inh – inhibitors of human p47phox binding; p47phox/p22phox peptide binding, fluorescence polarization, 2 h; inhibition, % at 24.7 µM; AID 1274; actives 0.53% (n = 220,000); P14598;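 active = inhibition above about 30%, limit read from the data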;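 also: 0% = p47phox with labelled peptide and 100% = labelled peptide alone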
# Target sequence (P14598 whole entry, looked up): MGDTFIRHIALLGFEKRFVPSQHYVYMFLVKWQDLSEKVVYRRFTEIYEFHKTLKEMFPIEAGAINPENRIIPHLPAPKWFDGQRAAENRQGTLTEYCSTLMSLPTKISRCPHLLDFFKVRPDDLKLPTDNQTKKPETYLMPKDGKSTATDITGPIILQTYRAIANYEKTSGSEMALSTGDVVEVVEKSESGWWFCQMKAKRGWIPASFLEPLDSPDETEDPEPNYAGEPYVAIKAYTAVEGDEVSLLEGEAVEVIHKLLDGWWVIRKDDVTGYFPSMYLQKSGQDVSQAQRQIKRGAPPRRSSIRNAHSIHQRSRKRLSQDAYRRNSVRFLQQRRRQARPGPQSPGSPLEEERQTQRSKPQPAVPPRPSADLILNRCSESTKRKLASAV
# NPY Y1 blocker – NPY-Y1 (human) receptor antagonism | actives 1% (n = 200,000) | P25929 | inhibition, % at 3.6 µM | HEK293-CNG Y1 cells, membrane potential fluorescence; NPY at EC95, then isoproterenol | AID 1040;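 active = inhibition above the campaign mean inhibition of all tested compounds plus 3 SD, cut at about 20% in these data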;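 also: 0% = DMSO wells given NPY plus isoproterenol and 100% = isoproterenol alone without NPY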
#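 Assay system: HEK293 cells with Y1 receptor plus CNG channel | Probe or stimulus: NPY (25 nM), isoproterenol (1 µM), Ro 20-1724 (25 µM) | Timing: Compound incubation 1 h at room temperature, readout 45 min post-stimulation | Measured by: Membrane-potential fluorescent dye readout | Benchmarks: High control isoproterenol alone, low control NPY with isoproterenol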
# S1P4 ag – activates the human S1P4 receptor; O95977; S1P4-expressing cell line, agonist reporter assay; activation, % at 4.98 µM; actives 0.35% (n = 220,000); in the data active = activation above about 11%;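 also: 0% = DMSO vehicle and 100% = reference agonist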
# CHOP inh – CHOP inhibition in unfolded protein response; AID 2732; CHO-K1 CHOP-promoter luciferase, tunicamycin-induced, 15-18 h; inhibition, % at 10 µM; actives 3.8% (n = 220,000);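 active = compounds that reduced the stress-induced luciferase reporter signal by more than about 70% of percent inhibition, limit read from the data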;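 also: 0% = tunicamycin plus vehicle and 100% = wells without tunicamycin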
# The depositor's hits bear a star; · = no result given.
# Fields: NPY Y1 blocker, p47phox inh, Ba/F3 V617F tox, S1P4 ag, BaF3 parental, CHOP inh, NPY1 pot ag, S1P4 antag, NPY-Y2 PAM-ag
- Cn1c(SCC(=O)N2CCOCC2)nc(O)cc1=O
    0.6, -0.8, -1.6, 2.8, 3.3, 30.6, -11.9, 6.4, 12.3
- O=C1CC(c2ccc(F)cc2)C(n2cncn2)C(O)=C1C1NCCc2ccccc21 (stereo not given)
    -0.6, -4.2, 1.8, -0.7, 8.7, -1.6, -36.1, -11.6, -3.6
- O=c1[nH]c(CN2CCN(c3ncccn3)CC2)nc2c(Br)cc(Br)cc12
    ·, -47.6, -2.4, 0.5, -1.9, -7.3, -12.3, 4.3, -25.1
- COC(=O)c1cc(C(=O)N2CCN(c3ccccc3OC)CC2)cc([N+](=O)[O-])c1
    3.1, 3.4, 67.0*, 0.1, 70.6*, 9.5, -20.2, 9.3, -2.1
- CCCCOC1CC(c2ccc(OCc3ccc(OC)cc3)c(OC)c2)N(C)O1 (stereo not given)
    1.0, -3.0, -3.6, 3.6, -1.8, 36.7, 12.0, -10.3, 5.6
- Cc1c(C(=O)NCCSCc2c(F)cccc2Cl)cnn1-c1ccc(F)cc1
    ·, -1.1, 4.4, 0.2, 5.2, 24.7, -17.2, 10.1, 6.0
- CCc1ccc(N(CC(=O)NC2CCCC2)S(=O)(=O)c2c(C)noc2C)cc1
    4.6, -4.2, 4.0, -2.8, 4.4, 41.1, 16.2, 7.7, 3.6
- C/C(=N\N=C1\NC(=O)C(CC(=O)Nc2ccc(Cl)cc2)S1)c1ccco1 (stereo not given)
    -1.6, -9.8, -1.4, 0.1, 2.1, 29.0, 12.7, -6.3, 6.2
- Cc1ccc(-c2noc(C3CCCN(C(=O)c4ccccc4)C3)n2)o1 (stereo not given)
    -6.8, -9.3, 4.4, 2.1, 2.6, 33.9, -17.9, -26.8, -2.7
- CCC(=O)Nc1c(C(=O)N2CCN(c3ccccn3)CC2)cnn1-c1ccc(C)cc1
    5.6, -17.4, -3.4, 0.6, 5.5, 24.1, -7.2, -10.4, 4.4
- CCN(CC)S(=O)(=O)c1ccc(C(=O)N2CCN=C2SCc2cccnc2)cc1
    -3.0, -38.4, -3.7, -0.7, 0.4, 36.7, 14.1, -21.6, 13.7
- O=C(CSc1nc(Nc2ccccc2)nc(N2CCOCC2)n1)Nc1ccc([N+](=O)[O-])cc1
    4.4, -0.5, 1.7, -0.4, 4.7, 23.0, 8.2, 6.3, -4.3
- O=C(O)c1ccc(Nc2nc(-c3ccccc3)c3ccccc3n2)cc1
    -2.9, 0.0, 0.6, 1.3, 2.0, -13.7, -13.3, 11.0, 7.5
- COc1cc(/C=C/C(=O)OCC(=O)NC(=O)NC(C)C)ccc1O
    ·, 3.0, 1.2, -1.2, 5.9, 8.6, -2.6, -3.9, -3.7
- CC(=O)c1nn(-c2cccc(Br)c2)cc1C(=O)c1ccco1
    -1.0, -3.9, -1.2, 0.2, 6.8, -2.4, -9.2, 4.6, -0.4
- CCc1ccc(C2(C)SC(NC(C)=O)=NN2C(C)=O)cc1 (stereo not given)
    -0.4, -9.2, 0.6, 2.1, 4.4, 8.9, 1.4, 3.4, -2.2
- CCc1nn2c(=O)cc(CSc3nc4sc5c(c4c(=O)n3C)CCCC5)nc2s1
    2.6, ·, -3.3, 1.5, 2.1, ·, 0.4, -3.9, 5.8
- Cc1c(C(=O)Nc2ccncc2)oc2c1C(=O)CC(C)(C)C2
    -5.7, -3.5, 6.9, -1.8, 7.3, 5.7, -22.8, -17.2, -3.4
- CN(C)NC(=S)Nc1cccc(Cl)c1
    ·, -18.6, -1.9, 1.5, -0.1, 11.2, 2.9, -14.6, 0.6
- CN(C)c1ccc(CNCCC2(O)CCOC(C)(C)C2)cc1 (stereo not given)
    3.3, -0.3, 0.8, -1.1, 9.4, -0.1, 2.5, 0.4, 2.5

# Overlap with the part before: 2 compounds, followed by the next part.
# Fields: NPY Y1 blocker, p47phox inh, Ba/F3 V617F tox, S1P4 ag, BaF3 parental, CHOP inh, NPY1 pot ag, S1P4 antag, NPY-Y2 PAM-ag
- CN(C)NC(=S)Nc1cccc(Cl)c1
    ·, -18.6, -1.9, 1.5, -0.1, 11.2, 2.9, -14.6, 0.6
- CN(C)c1ccc(CNCCC2(O)CCOC(C)(C)C2)cc1 (stereo not given)
    3.3, -0.3, 0.8, -1.1, 9.4, -0.1, 2.5, 0.4, 2.5
- C=CCOC(=O)C(=O)/C=C/c1c(C)n(C)n(-c2ccccc2)c1=O
    1.6, -7.7, -6.4, -0.8, -3.8, 19.2, 5.2, -6.9, -6.0
- CCN(C(=O)CSc1nnc(NCc2ccccc2)s1)C1CCS(=O)(=O)C1 (stereo not given)
    4.5, -7.7, -2.0, 1.1, 3.5, -5.2, -4.7, -1.8, -7.2
- O=C(N/N=C(\c1ccccc1)c1ccccn1)c1cccc([N+](=O)[O-])c1
    -1.6, -8.8, 99.0*, -0.1, 91.2*, 47.8, -12.6, -14.1, -5.7
- Cc1ccc(C(=O)NCc2ccco2)cc1Br
    -0.1, -8.1, -4.7, -1.9, 0.0, 14.6, -17.4, -6.3, -3.2
- CC(=O)O/C(=C\c1cn(C(C)=O)c2ccccc12)C(=O)O
    ·, -16.3, 3.0, 0.0, -2.5, 8.5, -5.9, -3.3, -9.5
- O=C(Nc1cccc(Cn2cccn2)c1)c1cc2c(s1)CCCC2
    6.1, -22.2, -4.3, -2.2, 4.7, 4.9, -15.0, -9.8, -7.6
- C=CCc1ccc(OCC(O)CN2CCN(Cc3ccc(Cl)cc3)CC2)c(OC)c1 (stereo not given)
    -1.0, -3.7, -0.8, 0.0, 3.9, 51.4, -14.6, -5.9, -12.4
- Cc1ccc(C(=O)Nc2nc(N)n(-c3ccccc3)n2)cc1
    ·, -4.8, -4.5, -0.1, -1.2, 12.8, 2.4, -5.0, 6.3
- O=C(NNC(=O)C1CC(c2cccnc2)=NO1)Nc1ccccc1F (stereo not given)
    7.5, -6.4, 3.8, -1.3, 2.8, 11.4, 8.6, -1.2, 4.0
- O=C(NC(=S)Nc1cc([N+](=O)[O-])ccc1Cl)c1ccccc1
    -0.1, -7.2, -5.3, 2.0, 3.6, 62.9, -8.4, -11.9, -2.0
- Cc1noc(NC(=O)c2ccc(F)cc2)c1C#N
    -2.9, -13.2, -4.1, -0.8, -0.5, -13.7, -7.3, -16.2, -8.6
- COC(=O)c1ccc(NC(=O)C2CC2)o1
    -0.1, -9.9, -1.2, 0.4, 2.6, -18.2, -7.4, 1.8, -6.5
- Nc1cccc2nsnc12
    ·, -9.8, -1.5, 0.1, -2.5, 21.1, 16.5, 9.7, -0.1
- Cc1nnc(SCCn2c(N3CCC(Cc4ccccc4)CC3)nc3c2c(=O)[nH]c(=O)n3C)s1
    ·, -14.5, -1.2, -0.3, 0.4, 13.3, 1.4, -28.6, -8.0
- O=C(CC(=O)c1ccccc1)Nc1ccc2c(c1)OCCO2
    -1.5, 0.6, -0.7, -0.4, -1.1, 3.4, 5.8, 6.3, 8.1
- COc1cccc(OC)c1C(=O)N1CC(C)OC(C)C1 (stereo not given)
    0.7, -4.5, -5.4, -1.2, 3.9, 13.3, 17.6, 12.2, 21.7
- CCN(CC)S(=O)(=O)c1cccc(NC(=O)c2ccc(SC)cc2OC)c1
    0.6, -7.1, 4.4, 1.5, 14.1, 12.0, -8.9, -30.1, -12.3
- CCCCc1nc2sc3c(SCC(=O)NCc4ccco4)ncnc3c2c2c1CCC2
    -1.7, -53.0, -3.9, 1.5, -1.3, 86.1*, -3.9, -3.8, 1.9
- Clc1ccc(Cc2nc(-c3cccnc3)no2)cc1
    -2.7, -14.3, -1.8, 0.6, 4.5, -23.4, -16.5, -14.8, -2.6
- CNC(=O)C(=O)NCCCN1CCOCC1
    2.5, 7.5, 3.0, 1.4, 1.5, -17.0, -10.8, -2.0, 9.0
- CCOc1ccc(N2C(=O)c3cccnc3C2Nc2ccc(C)c(C)c2)cc1 (stereo not given)
    -2.3, 1.2, -0.1, -3.0, 6.3, -7.8, -7.6, -13.5, 7.3
- CCOc1ccc2nc(NC(=S)N(C)C)sc2c1
    -12.6, 1.4, 1.1, -0.9, 4.4, -218.1, 20.6, -0.9, 12.8
- CCCCNS(=O)(=O)c1cccc(S(=O)(=O)N2CCCC2)c1
    -2.0, -6.8, -1.8, 0.2, 6.2, 7.1, -0.8, -18.4, 5.3
- O=c1sc(/C=N/Nc2ccccc2)c(Cl)n1Cc1ccccc1
    6.6, -14.4, 2.6, 2.1, 0.3, 10.5, -6.7, -8.8, 3.9
- O=C(C1=C(O)C(=O)N(Cc2ccco2)C1c1cccnc1)c1cc2ccccc2o1 (stereo not given)
    -3.8, -4.5, 2.1, -0.6, -2.3, 2.5, 17.3, -10.0, 16.9
- Cc1cccc(CS(=O)(=O)Cc2ccc(C(=O)NCc3cccnc3)o2)c1
    1.4, -3.9, 2.9, -1.1, 8.9, 40.2, -23.3, -16.6, -2.1
- COc1cc(/C=C(/C#N)c2ccc(F)cc2)ccc1Oc1ccc([N+](=O)[O-])cn1
    19.3, -9.4, -5.0, 0.4, 4.6, 68.2, -20.6, -11.4, 6.6
- CCOC(=O)CSc1nc(N(C)C)nc(N(C)C#N)n1
    4.7, -3.9, 3.0, 0.2, 3.4, 30.6, -35.1, 14.9, -3.4
- O=C(Nc1ccc2c(c1)CCC2)c1ccc(Br)o1
    10.0, -3.1, 6.5, -1.3, 7.9, 9.0, -1.1, -1.2, -14.7
- COC(=O)c1cccc(N2C(=O)c3cccnc3C2=O)c1
    -2.8, -6.0, -2.4, 0.1, 1.7, 40.0, -21.3, 1.2, -0.1
- COc1ccc(OC)c(-n2c(-c3cc(-c4ccccc4)n[nH]3)n[nH]c2=S)c1
    8.8, -1.6, 3.9, 3.3, 7.2, 7.2, -15.6, -5.5, -9.6
- c1ccc(-c2ccc(OCCOCCn3cncn3)cc2)cc1
    15.0, -5.4, 4.0, -2.3, 10.4, 2.2, -17.5, -5.4, -7.6
- CCSc1nnc(CNC(=O)c2ccccc2F)n1-c1ccccc1OC
    -0.2, -2.4, -0.1, 0.5, 5.6, -8.7, 28.1, -7.7, -2.2
- CN(C)NC(=S)NC1CCS(=O)(=O)C1 (stereo not given)
    ·, -10.9, -0.1, -0.1, -0.1, -6.7, -9.7, -4.5, -4.6
- CCOc1nnc(C)c2c(C)n(-c3cccc(OC)c3)nc12
    2.1, -14.6, 0.2, -2.9, 2.8, 6.9, 17.9, -5.0, -4.4
- Cc1ccc(CNC(=O)CCNS(=O)(=O)c2cccc3nonc23)cc1
    -1.8, -10.8, -3.3, -4.8, 0.0, 59.6, -12.7, -16.4, -4.5
- O=C1Nc2ccccc2C12OCCCO2
    6.6, 0.2, 0.8, -2.1, 4.2, -5.2, 0.8, 18.3, -0.8
- CCc1nnc(SCC(=O)NC2CCCC2)nc1CC
    4.7, -0.4, -1.2, -6.1, 3.6, 74.4*, 1.8, -11.9, -2.0
- CCc1c(C)nc2ncnn2c1NCCc1ccccc1
    0.1, -14.5, 0.4, -0.5, 13.2, 41.3, 34.2, -1.1, 7.4
- O=C(O)CSCC(=O)NCc1c(Cl)cccc1Oc1ccccc1
    ·, -10.1, -5.0, 1.8, -0.4, -3.0, -10.8, -12.7, -16.1
- COc1ccc(NC(=S)N2CCN(C(c3ccccc3)c3ccccc3)CC2)cc1OC
    2.3, -7.3, 3.4, 1.7, 0.0, 43.1, -2.4, -11.5, -15.9
- C=CCn1c(SCc2c(C)noc2C)nc2cc(C(=O)O)ccc2c1=O
    3.0, -5.9, -2.5, 0.1, 6.4, ·, 15.5, -19.1, -0.4
